UHRF1 MBD2 ctr = UHRF1 methylated DNA binding inhibitors, primary screen, counter-screen for MBD2 inhibitor project, biochemical, TR-FRET, human UHRF1, single concentration; E3 ubiquitin-protein ligase UHRF1 (Homo sapiens), Q96T88; UHRF1 binding to methylated oligo; inhibition, % at 4.4 µM; 370,000 compounds, 0.75% hits; in the data active = inhibition above about 21%;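 also: UHRF1 SRA domain binding a hemimethylated CpG hairpin DNA probe; 0% = median of test compound wells and 100% = reference inhibitor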
PLCb3 inh = human PLC-beta3 inhibitors, primary screen, biochemical, fluorescence; 1-phosphatidylinositol 4,5-bisphosphate phosphodiesterase beta-3 (Homo sapiens), Q01970; inhibition, % at 12.2 µM; Purified PLC-beta3, fluorogenic substrate; 370,000 compounds, 0.18% hits; in the data active = inhibition above about 11%;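 also: 0% = median of compound wells on plate and 100% = full blocker control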
Rev-erbA mod = modulators of Rev-erb alpha DNA binding, primary screen, biochemical, FITC-DNA, fluorescence polarization, uHTS; Nuclear receptor subfamily 1 group D member 1 (Homo sapiens), P20393; activity, % at 10 µM; AID 1259318, 2017; Rev-erbα–FITC-DNA binding, 90 min; 370,000 compounds, 0.79% hits;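 active = activity above about 14%, limit read from the data; passing the limit was not always enough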;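 also: 0% = DMSO wells with 35 nM protein and 100% = DMSO wells with 750 nM protein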
ARFGAP1 inhibitor = inhibitors of rat ARFGAP1 GAP activity, primary screen, biochemical, fluorescence polarization, GDP tracer; Arfgap1-stimulated ARF1 GTP hydrolysis, GDP FP detection; ADP-ribosylation factor GTPase-activating protein 1 (Rattus norvegicus), Q62848; 360,000 compounds, 0.26% hits; inhibition, % at 16.5 µM;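 active = inhibition above a per-plate limit, mean inhibition of low control wells plus 3 SD, cut at about 25% in these data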;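 also: 0% = DMSO wells with enzyme and 100% = wells lacking Arfgap1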
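System: truncated rat Arfgap1 GAP domain / Benchmarks: high control wells lacking Arfgap1, low control full reaction with DMSO / Times: compound-enzyme preincubation 20 min, reaction 120 min, detection 60 min, 25 °C / Repeats: one replicate per compound / Also added: human ARF1(Δ1-17)-GTP substrate / Measured by: Tracer-displacement fluorescence polarization with EDTA stop, 620/688 nm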
Tn7 DDE FP = inhibitors of Tn7 peptide binding to fibrin DD(E), primary screen, biochemical, fluorescence polarization, human fibrin, Tn7 probe; Fibrinogen beta chain (Homo sapiens), P02675; FP displacement of FITC-Tn7 peptide from fibrin DD(E); 0% = median of compound wells per plate; inhibition, % at 8.3 µM; 370,000 compounds, 0.13% hits; AID 720508, 2013;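 active = inhibition above the mean of compounds falling within the control limits plus 3 SD of them, cut at about 14% in these data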;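 also: 0% = plate median of compound wells and 100% = 10 µM Aha-Tn7 peptide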
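assay system = human clot-derived fibrin DD(E) complex | quantity = Fibrin-DD(E) at 2 µM final | timing = 10 min preincubation, 3 h with tracer, room temperature | signal = fluorescence polarization | measure = percent inhibition | benchmarks = high control wells with 10 µM unlabelled Aha-Tn7 peptide (full inhibition) | replicates = singlicate testing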
ASAP1 GAP inh = inhibitors of human ASAP1 ArfGAP activity, primary screen, biochemical, fluorescence polarization; 360,000 compounds, 0.19% hits; AID 624377, 2012; Arf-GAP with SH3 domain, ANK repeat and PH domain-containing protein 1 (Homo sapiens), …; inhibition, % at 16.5 µM; ASAP1-stimulated ARF1 GTP hydrolysis, GDP FP detection; in the data active = inhibition above about 25%;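 also: 0% = vehicle with enzyme and substrate and 100% = no enzyme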
HGIII-sPLA2 inh = human group III sPLA2 inhibitors, primary screen, biochemical, QFRET, BODIPY PC-A2 liposome substrate | AID 743126, 2013 | 370,000 compounds, 0.56% hits | inhibition, % at 12.2 µM | Group 3 secretory phospholipase A2 (Homo sapiens), Q9NZ20 | QFRET BODIPY PC-A2 liposome hydrolysis, fluorescence;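 active = inhibition above mean plus 3 SD of compounds lying within the high and low control bounds, cut at about 19% in these data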;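 also: 0% = median of test compound wells and 100% = no enzyme DMSO wells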
proKLK7 act = proKLK7 zymogen activators, primary screen, biochemical, fluorescence intensity; Kallikrein-7 (Homo sapiens), P49862; 370,000 compounds, 0.9% hits; activation, % at 7 µM; AID 652039, 2013; purified proKLK7, EDANS-DABCYL substrate fluorescence; 100% is mature enzyme control, 0% vehicle;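 active = activation above the mean of all tested compounds plus 3 SD, computed per campaign excluding outliers beyond control limits, cut at about 13% in these data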
DDE Tn6 FP inh = inhibitors of Tn6 peptide binding to fibrin DD(E), primary screen, biochemical, fluorescence polarization, human fibrin, Tn6 probe. Fibrin DD(E) TRITC-Tn6 fluorescence polarization displacement. Fibrinogen beta chain (Homo sapiens), P02675. inhibition, % at 8.3 µM. AID 720509, 2013. 370,000 compounds, 0.21% hits;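 active = inhibition above a per-campaign cutoff: mean of compounds within control limits plus 3 SD, cut at about 15% in these data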;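 also: 0% = median of all compound wells on the plate and 100% = blocking peptide control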
PLC-gamma1 inh = PLC-gamma1 enzyme inhibitors, primary screen, biochemical, fluorescence, purified enzyme; fluorogenic substrate; inhibition, % at 12.2 µM; 370,000 compounds, 0.84% hits; in the data active = inhibition above about 9.5%
Target sequence (P19174 whole entry, looked up): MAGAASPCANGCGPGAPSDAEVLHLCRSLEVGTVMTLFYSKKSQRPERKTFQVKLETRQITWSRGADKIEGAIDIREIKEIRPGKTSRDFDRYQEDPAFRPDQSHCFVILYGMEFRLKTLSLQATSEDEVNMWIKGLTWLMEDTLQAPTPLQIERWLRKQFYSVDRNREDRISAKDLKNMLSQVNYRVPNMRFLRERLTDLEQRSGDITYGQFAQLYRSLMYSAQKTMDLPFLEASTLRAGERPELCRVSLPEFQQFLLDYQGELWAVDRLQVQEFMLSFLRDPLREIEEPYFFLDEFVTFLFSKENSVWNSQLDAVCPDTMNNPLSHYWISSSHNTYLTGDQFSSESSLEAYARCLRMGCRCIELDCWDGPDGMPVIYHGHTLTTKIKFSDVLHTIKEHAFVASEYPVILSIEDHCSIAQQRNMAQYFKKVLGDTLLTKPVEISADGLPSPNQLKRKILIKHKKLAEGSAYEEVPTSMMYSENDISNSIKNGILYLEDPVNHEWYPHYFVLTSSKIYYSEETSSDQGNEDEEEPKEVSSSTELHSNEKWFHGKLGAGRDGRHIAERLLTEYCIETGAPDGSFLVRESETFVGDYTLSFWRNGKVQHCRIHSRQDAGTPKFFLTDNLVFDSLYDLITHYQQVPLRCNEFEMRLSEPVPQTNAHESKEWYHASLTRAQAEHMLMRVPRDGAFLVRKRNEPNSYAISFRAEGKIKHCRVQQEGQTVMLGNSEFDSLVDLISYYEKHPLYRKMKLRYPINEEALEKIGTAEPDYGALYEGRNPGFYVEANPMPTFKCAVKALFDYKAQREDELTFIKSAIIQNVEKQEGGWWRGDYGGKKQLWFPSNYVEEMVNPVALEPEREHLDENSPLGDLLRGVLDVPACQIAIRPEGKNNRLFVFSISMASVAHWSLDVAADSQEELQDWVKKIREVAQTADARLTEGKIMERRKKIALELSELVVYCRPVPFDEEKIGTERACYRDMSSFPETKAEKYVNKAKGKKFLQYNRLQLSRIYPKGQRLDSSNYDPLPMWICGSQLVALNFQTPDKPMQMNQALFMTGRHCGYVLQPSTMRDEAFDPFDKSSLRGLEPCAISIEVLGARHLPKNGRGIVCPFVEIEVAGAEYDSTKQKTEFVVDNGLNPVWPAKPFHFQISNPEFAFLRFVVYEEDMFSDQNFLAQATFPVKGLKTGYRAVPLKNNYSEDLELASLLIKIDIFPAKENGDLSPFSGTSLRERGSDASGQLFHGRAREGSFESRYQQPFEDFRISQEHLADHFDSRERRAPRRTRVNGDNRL
The depositor's hits bear a star; i = inactive.

SMILES | UHRF1 MBD2 ctr | PLCb3 inh | Rev-erbA mod | ARFGAP1 inhibitor | Tn7 DDE FP | ASAP1 GAP inh | HGIII-sPLA2 inh | proKLK7 act | DDE Tn6 FP inh | PLC-gamma1 inh
Cc1cccc(C)c1-n1nnnc1C(c1ccnc2ccccc12)N(CCC#N)Cc1ccccc1 (configuration not stated) | 3 | 2 | 2 | -7 | 10 | -12 | -5 | -0.1 | -4 | 1
COc1ccc(Cl)cc1C(=O)NCC#N | -3 | 3 | -3 | -1 | 4 | -1 | 1 | 0.9 | 7 | 0
O=C(CC1C(=O)NCCN1Cc1ccc(-c2ccccc2)cc1)NCC1CC1 (configuration not stated) | -1 | -6 | -5 | -11 | 0 | 13 | -4 | 0.5 | -3 | -4
CC1COC2C(O1)N(S(C)(=O)=O)CCN2S(C)(=O)=O (configuration not stated) | -1 | 3 | 7 | -3 | 4 | 5 | 6 | -0.4 | -3 | 2
O=C(Cn1nnc(-c2ccccc2Cl)n1)Nc1cccc(S(=O)(=O)N2CCCC2)c1 | 1 | 2 | -5 | -6 | 6 | 7 | -62 | 0.6 | -1 | 1
CCn1c(CNC(=O)c2ccc(Cl)cc2)nnc1SCC(=O)N1CCOCC1 | -1 | -4 | 4 | 3 | -2 | -2 | 3 | 0.0 | -2 | 4
O=[N+]([O-])c1cccc2cnccc12 | 0 | 4 | 6 | 14 | 11 | -2 | 15 | -0.3 | 1 | -2
COc1ccc(N2C(=O)CC(Sc3ncn[nH]3)C2=O)c(OC)c1 (configuration not stated) | 12 | 3 | -2 | 13 | 4 | -1 | -5 | 0.4 | -2 | 3
OCCN1CCN(CC(O)COc2ccc(-c3ccccc3)cc2)CC1 (configuration not stated) | 0 | 0 | 4 | 0 | -1 | 9 | -4 | 0.2 | -6 | 1
CCOc1ccccc1-n1c(SCC(N)=O)nc2ccccc2c1=O | 4 | 1 | -3 | -1 | 3 | -3 | 5 | -0.4 | -6 | -2
CCOc1cc(CN2CCN(CCc3ccccc3)C(CCO)C2)ccc1OC (configuration not stated) | 0 | -2 | 0 | 0 | -6 | 1 | -1 | -0.7 | -9 | 2
CCOC(=O)N1CCC(NC(=O)C(CC(C)C)NC(=O)C2CCC(C)CC2)CC1 (configuration not stated) | 0 | -1 | 4 | 7 | 8 | -3 | -2 | 0.1 | 1 | 1
CN(Cc1nc2ccccc2n1C)S(C)(=O)=O | 3 | -4 | -2 | -3 | 10 | -6 | -3 | 0.4 | 4 | 0
Cc1c(NC(=O)c2cc(-c3ccc(F)cc3)on2)c(=O)n(-c2ccccc2)n1C | 1 | -6 | -1 | 0 | 1 | 5 | -3 | 0.2 | 11 | -1
COc1cc(CCC(=O)N2CCN(S(=O)(=O)c3ccc(C)cc3)CC2)cc(OC)c1OC | 0 | -3 | 1 | 2 | -6 | -4 | -10 | -0.1 | -2 | 2
CC1CCN(S(=O)(=O)c2cccc(C(=O)NC3CCCCC3)c2)CC1 | 2 | -12 | 1 | 5 | 2 | -8 | 8 | 0.1 | 2 | -2
COCc1cc(N2CCNC[C@@H]2C)ccc1N1CCS(=O)(=O)CC1 | 10 | 3 | -5 | -1 | -1 | -1 | -1 | -0.5 | -2 | 1
COC(=O)N/N=C\c1ccc(OC/C=C/c2ccccc2)c(OC)c1 | -2 | -19 | -1 | 0 | 2 | 0 | -10 | 0.0 | -2 | -7
CCN(CC(=O)NC1CCS(=O)(=O)C1)S(=O)(=O)c1ccccc1Cl (configuration not stated) | 1 | -7 | 1 | 3 | 3 | -6 | 7 | -0.8 | -3 | -1
CSCC(=O)N1CCC(Oc2cccc(C(=O)NCc3ccccn3)c2)CC1 | 4 | 3 | 1 | 5 | 2 | 2 | 0 | 0.5 | 1 | 0
O=C1C2C3C=CC(C2C(=O)N1c1ccc(O)cc1)C1C2C(=O)N(c4ccc(O)cc4)C(=O)C2C31 (configuration not stated) | -1 | -12 | 2 | 13 | 0 | -10 | 0 | -0.1 | -6 | -2
CC(C)(Oc1ccc(Cl)cc1)C(=O)OCC(=O)NCCc1ccc(S(N)(=O)=O)cc1 | 1 | -8 | -1 | 6 | -4 | 1 | -3 | -0.4 | 4 | 5
Cc1nc2cc(NC(=O)N3c4ccccc4CC3C)ccc2n1C (configuration not stated) | 5 | -6 | 0 | 9 | 5 | -3 | 4 | 0.2 | 3 | -1
Oc1ccc(Nc2nc(-c3ccccc3O)nc3ccccc23)cc1 | -2 | -93 | 4 | 24 | -3 | 18 | -14 | 0.3 | -5 | -59
CC(C)n1cc(CN2CCCC(CNS(=O)(=O)c3cccc4cccnc34)C2)cn1 (configuration not stated) | -2 | -11 | -1 | 13 | -4 | -5 | 9 | 0.0 | 0 | -1

Next section; the last three above are carried over.
SMILES | UHRF1 MBD2 ctr | PLCb3 inh | Rev-erbA mod | ARFGAP1 inhibitor | Tn7 DDE FP | ASAP1 GAP inh | HGIII-sPLA2 inh | proKLK7 act | DDE Tn6 FP inh | PLC-gamma1 inh
Cc1nc2cc(NC(=O)N3c4ccccc4CC3C)ccc2n1C (configuration not stated) | 5 | -6 | 0 | 9 | 5 | -3 | 4 | 0.2 | 3 | -1
Oc1ccc(Nc2nc(-c3ccccc3O)nc3ccccc23)cc1 | -2 | -93 | 4 | 24 | -3 | 18 | -14 | 0.3 | -5 | -59
CC(C)n1cc(CN2CCCC(CNS(=O)(=O)c3cccc4cccnc34)C2)cn1 (configuration not stated) | -2 | -11 | -1 | 13 | -4 | -5 | 9 | 0.0 | 0 | -1
O=S(=O)(c1ccc(Cl)s1)N1CCN(C/C=C/c2ccccc2)CC1 | 4 | 4 | 4 | 9 | -7 | -8 | -6 | 0.6 | 0 | 4
COc1ccc(-c2nc(CN3CCN(c4ccccc4OC)CC3)c(C)o2)cc1 | 9 | -3 | 4 | 1 | -1 | 1 | -13 | 0.2 | 3 | -4
Cc1ccc(/C=N/NC(=O)c2n[nH]c3c2CCCC3)cc1 | -2 | 1 | 2 | 0 | -8 | 0 | -3 | -0.4 | -3 | 6
CSc1ccc(CNC(=O)c2c(C)noc2C)s1 | -1 | -5 | -10 | -2 | 4 | 1 | -1 | 0.3 | 1 | 4
COC(=O)c1cc(COc2ccc3oc(C)c(C(=O)OC(C)C)c3c2)c(C)o1 | -1 | 1 | -5 | 0 | 1 | -17 | 2 | 0.0 | -2 | 1
COc1ccc(-c2ccc3nccn3c2)cc1 | -5 | -65 | -1 | 9 | 7 | 4 | 12 | 1.0 | -8 | -47
OCCC1CN(Cc2cnc(-c3ccccc3)s2)CCN1Cc1ccccc1 (configuration not stated) | -1 | 0 | 5 | -5 | -1 | 1 | -14 | -0.2 | 3 | -1
CC1CCCC(C)N1/N=C/c1cc(Br)cc(Br)c1O (configuration not stated) | 0 | -3 | 3 | -3 | -1 | -5 | -5 | 0.6 | 1 | -3
CCOC(=O)c1c(NC(=O)c2ccc(S(=O)(=O)N3CCOCC3)cc2)sc2c1CC(C)(C)NC2(C)C | 0 | -94 | 42* | 3 | 10 | 4 | 3 | -5.8 | 3 | -60
O=C(c1ccccc1)c1ccc(OCC(O)CN2CCOCC2)cc1 (configuration not stated) | 2 | 4 | -2 | 5 | -2 | -14 | 2 | -0.7 | -4 | 9
CCOc1cc(C=O)cc(Cl)c1OCC(N)=O | 1 | 1 | -5 | -16 | -3 | 14 | 8 | -0.2 | -7 | 3
COc1cccc(-c2nc(-c3ccc(C(=O)O)cc3)no2)c1 | 6 | 4 | -3 | 9 | -1 | -3 | 9 | -0.1 | -4 | 4
CC1CCN(C(=O)CSc2nnc(-c3ccco3)o2)CC1 | -2 | 2 | -1 | -13 | -1 | -5 | -2 | 1.1 | 5 | 0
Cc1ccccc1C(=O)N1CCN(C(=O)C(=O)c2cccc(C(F)(F)F)c2)CC1 | 0 | 4 | 0 | -3 | -5 | -1 | -1 | -0.5 | 4 | 1
CCN(C(=O)COC(=O)c1[nH]c(=O)[nH]c(=O)c1N)c1ccccc1 | -7 | -6 | -10 | -6 | -2 | -12 | -1 | 13* | 7 | 0
CC(=O)Nc1ccc(S(=O)(=O)N(C)CC(=O)OCC(=O)Nc2ccc3c(c2)OCO3)cc1 | 1 | 0 | 1 | 3 | -2 | -6 | -4 | -0.1 | 3 | 1
CC(=O)c1cc(-c2ccccc2)n(CC(=O)NC(C)(C)C)c1C | 0 | 0 | -5 | -13 | -2 | -3 | 5 | -0.6 | 11 | 1
CC(=O)c1ccc(N2CCN(C(=O)CCS(=O)(=O)c3ccc4c(c3)CCN4C(C)=O)CC2)cc1 | 7 | -13 | 0 | 10 | -2 | -8 | 4 | 0.3 | -4 | -3
COc1ccccc1NC(=O)NNC(=O)COc1ccc2ccccc2c1 | 0 | -6 | 6 | 1 | -2 | 8 | -41 | -0.4 | -7 | 0
COc1cc(/C=C/C(=O)OCC(=O)NC(=O)NC(C)(C)C)ccc1OCC#N | 0 | -42 | -1 | 8 | 3 | 7 | -14 | 0.3 | 0 | -31
Cn1c(SCC(=O)Nc2nccs2)nnc1-c1ccc(S(=O)(=O)N2CCCC2)cc1 | -1 | 0 | 4 | -1 | -3 | 1 | 2 | 0.0 | 10 | -1
COc1ccc(NC(=O)c2sc3nc(C)cc(C)c3c2N)cc1 | -1 | -31 | -4 | 12 | 2 | 13 | 4 | 0.4 | -4 | -18
CC1(C)N=C(N)N=C(N)N1c1ccc(Oc2ccc(Cl)cc2)c(Cl)c1 | 1 | -5 | -3 | -8 | -4 | 1 | 7 | -0.6 | 1 | 3
CC(=O)Nc1cc(-c2cccc(C(=O)NCCN(C)C)c2)cn2c(-c3ccc(C(C)=O)cc3)cnc12 | 15 | i | -4 | 0 | 5 | -10 | 14 | -53 | -6 | i

Screening data from PubChem BioAssay.

Random draw from the library; overall some 4.5% were active at least once.
